CCHFV vOTU inh = blocks the CCHF virus ovarian tumor domain protease | CCHFV vOTU protease, Pep-AMC fluorescence | hit rate 0.55% among 370,000 | inhibition, % at 11.5 µM; in the data active means inhibition above about 30%; further: 0% = vehicle wells with enzyme and 100% = no enzyme wells
TcdB inh = blocks C. difficile toxin B glycohydrolase activity | P18177 | TcdB glycohydrolase enzymatic assay, plate reader | inhibition, % at 9.99 µM | hit rate 0.24% among 350,000 | AID 652162; in the data active means inhibition above about 10%
BoNT-A LC inh2 = inhibitors of Botulinum neurotoxin A light chain protease; AID 588499; hit rate 0.17% among 360,000; inhibition, % at 10 µM; multiplex microsphere protease substrate cleavage, flow cytometry; further: plate controls were buffer without enzyme for full effect and enzyme alone for no effect
PfHsp40 rescue = rescue of PfHsp40-mediated yeast toxicity; S. cerevisiae expressing PfHsp40, growth rescue, ATP luminescence; growth rescue, % at 12.5 µM; hit rate 0.68% among 340,000; AID 504582; in the data active means growth rescue above about 28%, passing the limit was not always enough; inconclusive means no clear call, values can overlap the other calls;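 further: yeast W303a lacking pdr1 and pdr3 grown in galactose medium; growth measured after three days at 30 °C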
FadD28 binding = M. tuberculosis FadD28 bisubstrate binding inhibition; hit rate 0.22% among 360,000; FadD28 bisubstrate probe binding, fluorescence polarization; inhibition, % at 12.5 µM; in the data active means inhibition above about 8.5%, passing the limit was not always enough; inconclusive means no clear call, values can overlap the other calls
Anthrax LF inh2 = inhibitors of Bacillus anthracis lethal factor protease. inhibition, % at 10 µM. multiplex microsphere protease cleavage assay, LF. hit rate 0.12% among 360,000; further: plate controls were buffer without enzyme for full effect and enzyme alone for no effect
Target sequence (P15917 whole entry, looked up): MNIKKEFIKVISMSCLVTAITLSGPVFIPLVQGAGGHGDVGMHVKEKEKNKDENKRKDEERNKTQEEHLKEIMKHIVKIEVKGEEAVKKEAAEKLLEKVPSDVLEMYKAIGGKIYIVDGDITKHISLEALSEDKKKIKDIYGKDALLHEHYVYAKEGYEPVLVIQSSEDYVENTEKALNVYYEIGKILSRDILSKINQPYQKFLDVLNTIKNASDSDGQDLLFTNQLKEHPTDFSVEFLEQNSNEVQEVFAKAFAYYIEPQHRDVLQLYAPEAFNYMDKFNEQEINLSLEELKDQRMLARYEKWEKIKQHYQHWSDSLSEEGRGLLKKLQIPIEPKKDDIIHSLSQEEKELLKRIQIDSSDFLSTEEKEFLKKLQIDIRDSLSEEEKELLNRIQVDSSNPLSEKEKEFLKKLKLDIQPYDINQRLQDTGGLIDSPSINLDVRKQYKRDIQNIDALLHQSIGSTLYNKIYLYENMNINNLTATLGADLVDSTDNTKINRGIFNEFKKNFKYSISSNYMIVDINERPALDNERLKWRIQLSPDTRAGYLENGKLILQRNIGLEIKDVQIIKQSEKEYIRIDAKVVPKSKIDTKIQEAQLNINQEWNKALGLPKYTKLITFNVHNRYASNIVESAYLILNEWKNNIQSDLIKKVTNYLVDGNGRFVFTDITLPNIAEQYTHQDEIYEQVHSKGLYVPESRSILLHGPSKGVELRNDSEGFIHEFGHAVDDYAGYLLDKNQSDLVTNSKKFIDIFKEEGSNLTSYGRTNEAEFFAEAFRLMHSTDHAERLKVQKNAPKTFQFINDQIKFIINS
BoNT F protease = blocks Botulinum neurotoxin F light chain protease; inhibition, % at 10 µM; Multiplex microsphere protease cleavage assay, flow cytometry; hit rate 0.22% among 360,000; in the data active means inhibition above about 35%, passing the limit was not always enough; inconclusive means no clear call, values can overlap the other calls; further: plate controls were buffer without enzyme for full effect and enzyme alone for no effect
Y pestis TopoI = Y. pestis Topo-I inhibition via cleavage products. activity, % at 10 µM. hit rate 0.064% among 360,000. AID 504884. Y. pestis Topo-I cleavage product accumulation, plate reader; in the data active means activity above about 50%, passing the limit was not always enough; inconclusive means no clear call, values can overlap the other calls; further: inactives centre near 2
PrPC TRFRET = inhibitors of human cell surface prion protein PrPC; hit rate 0.43% among 370,000; inhibition, % at 13.8 µM; TR-FRET read-out; P04156; AID 720596; in the data active means inhibition above about 24%; further: 0% = median of the test wells and 100% = reference compound wells
* marks the source's active call; other numbers are inactive results; ? = inconclusive; nt = no result given; & = joins results of further samples. Unless noted, no stated cut-off is given here; in the data, active means inhibition above about 30%; inconclusive means no clear call, values can overlap the other calls; inactive means below that.

Every second line gives: CCHFV vOTU inh, TcdB inh, BoNT-A LC inh2, PfHsp40 rescue, FadD28 binding, Anthrax LF inh2, BoNT F protease, Y pestis TopoI, PrPC TRFRET
1: COc1ccc(OCCN2CCN(C3CC(=O)N(CCC(C)C)C3=O)CC2)cc1 (stereo not given)
→ 9, nt, -0.1, -1.4, -3.7, -3, -5, 2, -9
2: COc1cccc(C(=O)Nc2ccc(C(F)(F)F)n(C)c2=O)c1
→ 1, -0.1, 0.0, -0.8, -1.6, -1, 1, -9, -6
3: Cc1ccc(NS(=O)(=O)c2ccc(NC(=O)[C@@H]3CCCC[C@@H]3C(=O)O)cc2)c(C)c1
→ 11, nt, 1.5, 2.4, -1.9, -2, 7, -2, -3
4: CC1CCC2(CC1)NC(=O)N(CC(=O)NC1CCCCC1C)C2=O (stereo not given)
→ 14, -0.1, -0.4, -1.0, -1.5, -4, -5, 7, 1
5: COc1ccc(N2CC(C(=O)Nc3ccc4c(c3)OCCO4)CC2=O)cc1 (stereo not given)
→ -2, 1.4, 2.0, 0.7, 0.2, 0, -9, -1, -5
6: O=C(CNCC1CCCCC1)Nc1ccc(OC(F)(F)F)cc1
→ 5, 1.6, 0.3, -0.1, -0.2, -3, -5, -4, -6
7: NC(=S)N=Nc1c(O)[nH]c2ccccc12
→ 1, nt, -0.1, -0.6, -2.9, 1, -1, -2, -21
8: CC/C=C\C/C=C\C/C=C\CCCCCCCC(=O)O
→ 7, 1.1, 0.4, 0.2, -5.0, -2, 2, 28, -3
9: Cc1ccc(S(=O)(=O)NCN2C(=O)c3ccccc3C2=O)cc1
→ -18, 0.6, 0.7, nt, 1.4, 2, 6, -5, 5
10: O=C(Nc1ccccc1Cl)NC1CCCCCCC1
→ -3, 1.0, -0.6, 1.1, -1.5, -4, 8, 16, 11
11: CCOC1OC(=O)C(Cl)=C1Nc1ccccc1C (stereo not given)
→ -1, nt, -0.3, 0.2, -2.3, 2, 0, -8, -2
12: Cc1ccc(Br)cc1S(=O)(=O)N1CCN(c2ccccc2)CC1
→ 17, nt, -1.6, 6.0, -0.3, -2, -3, 28, 4
13: CC(=O)N1c2ccc(S(=O)(=O)N(C)CC(=O)NC3CCCCC3C)cc2CC1C (stereo not given)
→ nt, nt, -0.2, -0.9, 3.1, 1, -1, -10, nt
14: CC(=O)Nc1cccc(Oc2nc(C)cc(C)c2C#N)c1
→ 1, 1.6, -0.2, -0.2, 1.6, -6, -8, -9, -3
15: Cc1ccc(CC(=O)N2CCOCC2)cc1
→ 9, nt, -0.5, 1.2, 0.7, -7, -3, 5, -3
16: CCCNC(=O)Cn1cnc([N+](=O)[O-])n1
→ -10, 0.1, -0.4, 0.7, -3.9, -1, 1, 2, -13
17: Oc1ccc(N2CCN(CC(O)c3ccccc3)CC2)cc1 (stereo not given)
→ 5, 1.9, -1.1, -2.2, -2.4, -2, -18, -4, -2
18: O=C(Nc1ccc2c(c1)OCCO2)C(c1cc2ccccc2o1)N1CCN(c2ccc(F)cc2)CC1 (stereo not given)
→ -1, 0.5, 0.0, nt, -0.9, 1, 4, nt, 0
19: COc1ccc(/C=N/NC(=O)c2cccs2)c2ccccc12
→ 2, 0.9, -5.3, 3.2, -2.2, -17, ?, 6, -8
20: Clc1cccc(Cc2c(-c3ccccc3)nc3ccc(Br)cn23)c1
→ 20, 3.1, 0.8, nt, -5.4, 10, -1, nt, 8
21: Cc1ccc(Oc2ccc(S(=O)(=O)N3CCOCC3)cc2C(N)=O)cc1C
→ -9, 0.6, 2.2, -0.6, 0.6, -1, 9, 18, 7
22: O=S1(=O)CC(N2CCN(c3ncccn3)CC2)CN1Cc1ccc(F)cc1 (stereo not given)
→ 10, 0.0, -0.3, nt, -0.3, -4, 6, nt, -2
23: COc1cc(C(c2c(C)[nH][nH]c2=O)c2c(C)[nH][nH]c2=O)ccc1OC(C)C
→ 2, 0.8, -0.1, -0.7, -0.3, -2, -1, -2, -4
24: O=C(COC(=O)c1n[nH]c2ccccc12)Nc1ccc(Cl)cc1[N+](=O)[O-]
→ 3, -0.4, -0.7, nt, 0.4, -8, 1, 6, -15
25: CCn1cc(CNC(=O)c2ccc(OC3CCN(Cc4ccccn4)CC3)cc2)cn1
→ -15, -1.1, 2.0, -2.2, 0.5, 0, 2, 3, 8
26: Cc1cc(C)nc(Sc2ccc3nnc(C(F)(F)C(F)(F)C(F)(F)F)n3n2)n1
→ 17, nt, -1.8, 0.7, 1.4, -4, -16, -3, 1
27: O=S(=O)(Nc1ccccn1)c1cccc(S(=O)(=O)c2ccc(Br)cc2)c1
→ -9, -0.8, 0.3, 0.2, 1.8, 4, 0, -8, 5
28: COc1cccc(NC(=S)NC(C)c2ccc(OC)c(OC)c2)c1 (stereo not given)
→ 3, 3.0, 0.4, 0.0, 0.4, 3, -3, 10, -3
29: COc1ccc(OC)c(NC(=O)CCOc2cccc(C)c2)c1
→ 13, 0.5, -1.2, -0.5, -0.4, -3, -13, 16, 14
30: Cc1nc2ccc(NC(=O)c3cc(S(=O)(=O)N(C)c4ccccc4)ccc3Cl)cc2s1
→ 1, nt, -0.2, -0.1, -5.5, -2, 1, -2, 15
31: O=C(Nc1cc(C(F)(F)F)ccc1N1CCCC1)c1cccnc1
→ -8, nt, nt, 0.0, -1.1, nt, nt, -5, 4
32: COc1ccc(-c2cc(C(=O)Nc3nc4ccccc4s3)c3ccccc3n2)cc1OC
→ -8, 0.1, 2.1, 0.0, -6.9, -1, -3, 14, -1
33: O=C(Nc1nnc(CSCc2ccc(F)cc2)s1)c1ccc([N+](=O)[O-])cc1
→ 8, nt, 0.8, -0.2, -1.8, 4, 1, -14, -9
34: CCN(CC)C(=S)SCC(=O)Nc1ncc2c(n1)CCCC2=O
→ 10, -0.7, 1.4, 0.2, -1.7, -2, ?, -4, 7
35: CC1=C(C(=O)N(C)C)CC(CC(=O)NCc2cccc3ccccc23)C(=O)N1Cc1ccc(C(C)(C)C)cc1 (stereo not given)
→ 9, 1.5, 0.1, nt, -3.7, -4, 1, nt, -3
36: CCCCn1c(=O)nc2n(-c3ccccc3)c3ccccc3cc-2c1=O
→ -47, nt, 6.0, -0.6, -2.4, -2, 11, 4, 6
37: CCN(CC)S(=O)(=O)c1ccc2c(c1)c(=O)c(C(=O)NCc1cccs1)cn2C
→ 12, nt, -0.7, 1.5, -2.2, 2, -7, 13, 10
38: COCCN(CCOC)S(=O)(=O)c1ccc(C(=O)NC2CCN(Cc3ccccc3)CC2)cc1
→ 1, nt, 0.6, 0.3, -2.9, -3, -4, -3, -6
39: Cc1ccc(C(=O)Nc2nccc(-c3cccs3)n2)cc1
→ 4, nt, -2.3, 0.1, -1.9, -6, -32, 2, -6
40: Cc1cc(SCC(=O)OCC(=O)N(CCC#N)c2ccccc2)nc2ccccc12
→ 6, 1.2, 0.2, 0.3, -4.4, 0, 6, 37, 17
41: COC(=O)C1=C(c2ccc3ccccc3c2)C[C@@H]2CC[C@H]1N2C(=O)N1CCCC1
→ nt, nt, 0.3, 0.6, -0.5, -10, -1, 3, nt
42: COc1ccc(/C=C2/C(=O)N=C3SCCN32)cc1
→ -5, nt, -0.5, 2.5, -2.3, -7, 4, 0, 5
43: CCc1ccc(CN(C)C(=O)c2cc(=O)c3ccccc3o2)cc1
→ 8, 0.3, 0.8, 0.9, -4.1, -1, -4, 24, 2
44: CC(C)(C)NS(=O)(=O)c1ccc(CCC(=O)N2CCCCC2)cc1
→ -7, nt, -0.1, -0.7, -1.4, -1, 5, -2, -2
45: CC(Sc1nnc(-c2cccnc2)o1)C(=O)NC1CCCC1 (stereo not given)
→ -8, -3.5, -0.7, -0.7, -1.1, 0, -6, -3, -6
46: COCCN(C(=O)c1csnn1)C(C(=O)NC1CCCCC1)c1ccc(C)cc1 (stereo not given)
→ 8, 0.2, -1.5, 5.0, -2.8, -10, 19, 1, 2
47: Cc1ccc2c(C)c(C(=O)NCC(C)(C)N3CCOCC3)oc2c1C
→ 10, 2.2, -0.6, 1.4, -3.7, -1, -2, 5, -16
48: COc1cccc(-c2nc(-c3ccc(Br)o3)no2)c1
→ -1, 0.3, -1.1, 0.3, 0.3, -2, -2, 2, -4
49: C[C@H](CO)N1C[C@H](C)[C@@H](CN(C)C(=O)CC2CC2)Oc2cc(Br)ccc2S1(=O)=O
→ 14, -1.5&0.8&0.2, -0.2, nt, 0.8, 0, -3, 1, 9
50: CCOc1ccc(NC(=O)c2ccccc2NC(=O)CN2CCCCCC2)cc1
→ -3, 1.1, -1.3, -0.6, -4.2, -2, -3, -1, 8
51: Cc1cc(C([O-])=C(C(=S)Nc2ccc(F)cc2)[n+]2ccccc2)c(C)n1-c1ccc(F)cc1
→ -4, 0.7, 2.4, 0.6, -0.7, -11, -26, -12, -1
52: O=C(c1cc2sccc2n1Cc1ccc(F)cc1)N1CCN(c2nc3ccccc3s2)CC1
→ 11, nt, 0.6, 0.5, -2.9, -2, 4, 47, 9
53: Cc1cc(OCC(=O)Nc2nnc(C3CC3)s2)ccc1[N+](=O)[O-]
→ -6, 0.1, -0.6, -1.1, 0.6, 2, -4, -3, 3
54: COC(=O)CN1C(=S)N(C)C(=O)C1CC(=O)Nc1ccccc1 (stereo not given)
→ 1, 1.4, 0.1, 0.1, -2.2, 1, 5, -5, -2
55: COc1ccc(NC(=O)Nc2ccc3c(c2)C(=O)N([C@H](C)CO)C[C@H](C)[C@@H](CN(C)S(=O)(=O)c2cccs2)O3)cc1
→ 10, -0.2&1.4, -0.6, 0.0, 5.2, 0, -2, 29, 9
56: Nc1c(C(=O)NCc2ccccc2)c2nc3ccccc3nc2n1-c1ccc2c(c1)OCO2
→ -2, nt, 7.5, -0.6, -0.3, 2, 4, -1, -7
57: C=CCC[C@H](Cc1ccc(F)cc1)C(=O)OC[C@@H](NC(=O)[C@@H](CC=C)CC(=O)N[C@@H](CO)Cc1ccccc1)C(C)(C)C
→ 29, -3.3, -0.6, 3.4, -0.6, -4, -7, -3, 3
58: N#Cc1ccsc1NC(=O)CN1CCN(S(=O)(=O)c2cc(Cl)ccc2Cl)CC1
→ 11, nt, 0.4, 0.0, -3.1, -3, 3, 21, 10
59: O=C(COc1ccc(Cl)cc1Cl)N/N=C/c1cccnc1
→ -9, 0.1, 0.4, -1.4, -4.4, 3, 6, 0, 7
60: O=[N+]([O-])c1ccc(-c2ccc(/C=N/Nc3nc(N4CCCC4)nc(N4CCCC4)n3)o2)cc1
→ -2, 1.1, 1.6, 1.5, -4.4, -1, 1, 6, -1
61: CCOc1cc2[nH]c(=O)n(CCC(=O)N3CCN(c4ccccc4OC)CC3)c(=O)c2cc1OCC
→ -13, nt, 3.5, -1.1, -4.8, 5, 29, 6, -3

Ordered by heavy-atom count (falling): part of the list above.
Every second line gives: CCHFV vOTU inh, TcdB inh, BoNT-A LC inh2, PfHsp40 rescue, FadD28 binding, Anthrax LF inh2, BoNT F protease, Y pestis TopoI, PrPC TRFRET
32: COc1ccc(-c2cc(C(=O)Nc3nc4ccccc4s3)c3ccccc3n2)cc1OC
→ -8, 0.1, 2.1, 0.0, -6.9, -1, -3, 14, -1
12: Cc1ccc(Br)cc1S(=O)(=O)N1CCN(c2ccccc2)CC1
→ 17, nt, -1.6, 6.0, -0.3, -2, -3, 28, 4
11: CCOC1OC(=O)C(Cl)=C1Nc1ccccc1C (stereo not given)
→ -1, nt, -0.3, 0.2, -2.3, 2, 0, -8, -2

Source: PubChem (several laboratories)
